STEP block = blocks human striatal-enriched tyrosine phosphatase; P54829; recombinant STEP, OMFP fluorogenic substrate, fluorescence; inhibition, % at 20 µM; 360,000 tested, 0.25% active;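 active = inhibition at 20 µM, scaled per plate between control wells, above about 37%, limit read from the data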;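 note: 0% = DMSO with enzyme and substrate and 100% = substrate only without enzyme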
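System: STEP phosphatase, cell-free reaction; Buffer or medium: Bis-Tris pH 6.0 buffer with DTT, detergent; Incubation: 20 min at room temperature, dark; Measured by: fluorescence, 480/540 nm.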
NadD inh = inhibitors of Staphylococcus aureus NadD. AID 602399. 360,000 tested, 0.78% active. purified NadD enzyme, colorimetric absorbance read-out. inhibition, % at 20 µM; in the data active = inhibition above about 26%; note: some compounds past the cut are filed as inactive
DNMT1 inh = inhibitors of human DNMT1 | P26358 | DNMT1 molecular beacon, Hinp1I cleavage, fluorescence | inhibition (reported as % activation of signal), % at 10 µM | 360,000 tested, 0.83% active | AID 588458; in the data active = inhibition above about 50%
MT1-MMP act inh = blocks activation of human MT1-MMP. P50281. HT1080 RFP-PRO-GFP cells, GFP/RFP ratio fluorescence, overnight; percent of plate control window, DMSO zero. GFP/RFP ratio change, % at 20 µM. 360,000 tested, 0.061% active. AID 651647;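 active = GFP/RFP ratio change of at least 30% with cell ATP level not reduced by more than half and red fluorescence within 50% of control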; note: strong numbers were not always called active
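system = RFP-PRO-GFP reporter HT1080 cells | dosing = 20 µM single dose, 1% DMSO | timing = overnight cell settling, then overnight compound exposure, 37 °C, 5% CO2 | read-out basis = GFP/RFP fluorescence ratio | controls = DMSO and RFP-L50D-GFP cell wells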
NRP1-CendR mod = modulators of CendR peptide binding to human neuropilin-1; FAM-RPARPAR peptide binding to NRP-1, fluorescence polarization; inhibition, % at 25 µM; 360,000 tested, 0.85% active;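 active = inhibition or corrected inhibition above about 18%, plus a signal ratio from 0.5 to 1.5, limit read from the data, passing the limit was not always enough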; note: strong numbers were not always called active
Scp1 inh = inhibitors of human Scp-1 phosphatase; Recombinant Scp1, phosphopeptide, malachite green phosphate absorbance; AID 493091; inhibition, % at 20 µM; Q9GZU7; 340,000 tested, 0.88% active;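 active = inhibition above about 50% at 20 µM, limit read from the data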;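 note: plate controls were DMSO wells with enzyme for no effect and wells lacking enzyme for full effect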
Target sequence (Q9GZU7 76-261 limits assumed): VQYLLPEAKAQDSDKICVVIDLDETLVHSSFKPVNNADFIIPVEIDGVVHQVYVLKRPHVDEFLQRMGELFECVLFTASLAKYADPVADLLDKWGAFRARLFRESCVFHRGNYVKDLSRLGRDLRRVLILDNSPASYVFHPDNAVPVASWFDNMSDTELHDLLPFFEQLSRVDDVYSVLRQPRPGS
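Material: truncated SCP-1 phosphatase (76-261aa) / Buffer or medium: 50 mM Tris acetate pH 5.5, 0.005% Tween-20, 10 mM MgCl2 / Compound dosing: one concentration, 20 µM, with 1.0% DMSO / Incubation: 45 min room-temperature reaction, 5 min colour, 30 min stabiliser / Detection: colorimetric free-phosphate detection, absorbance 630 nm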
Rpn11 block = inhibitors of human proteasome Rpn11. O00487. human 26S proteasome, Ub4-pepOG fluorescence polarization; 20S core pre-blocked with epoxomicin. calls only at 20 µM. 360,000 tested, 0.59% active;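 active = inhibition at 20 µM, scaled to each plate's controls, above about 33%, limit read from the data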
Target sequence (O00487 whole entry, looked up): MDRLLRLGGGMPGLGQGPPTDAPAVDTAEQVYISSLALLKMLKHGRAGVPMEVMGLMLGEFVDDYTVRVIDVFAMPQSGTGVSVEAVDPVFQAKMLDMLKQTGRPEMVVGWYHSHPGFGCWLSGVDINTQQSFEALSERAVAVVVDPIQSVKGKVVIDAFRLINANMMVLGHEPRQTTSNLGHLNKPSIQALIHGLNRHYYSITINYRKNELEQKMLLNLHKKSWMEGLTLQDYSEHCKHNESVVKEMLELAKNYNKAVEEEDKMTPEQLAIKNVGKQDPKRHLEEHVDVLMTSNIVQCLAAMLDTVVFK
SUMO1-SIM PPI = SUMO1-SIM interaction modulation | P63165 | SUMO1 binding to a labelled peptide, TR-FRET, 1 h | inhibition, % at 20 µM | 360,000 tested, 0.33% active | AID 602429; in the data active = inhibition above about 37%
Target sequence (P63165 whole entry, looked up): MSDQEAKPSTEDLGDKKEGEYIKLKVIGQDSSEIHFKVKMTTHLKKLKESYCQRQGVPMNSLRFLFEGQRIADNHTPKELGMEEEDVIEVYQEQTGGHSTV
LMPTP inh = LMPTP (human) inhibition | recombinant LMPTP-A, OMFP fluorogenic substrate, fluorescence intensity | 360,000 tested, 0.22% active | AID 651560 | inhibition, % at 20 µM | P24666;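 active = compounds that cut the enzyme signal by at least half of the control window in the single-dose screen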;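 note: plate controls were DMSO wells with enzyme plus substrate for no effect and substrate without enzyme for full effect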
Target sequence (P24666 whole entry, looked up): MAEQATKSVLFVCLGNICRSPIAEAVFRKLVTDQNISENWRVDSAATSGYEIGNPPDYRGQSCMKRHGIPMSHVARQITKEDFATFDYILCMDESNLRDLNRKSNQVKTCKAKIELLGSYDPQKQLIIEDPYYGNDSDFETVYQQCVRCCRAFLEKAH
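Buffer or medium: Bis-Tris pH 6.0, DTT, detergent; Assay system: LMPTP-A enzyme; Quantity: 0.625 nM enzyme; Detection: endpoint fluorescence intensity; Times: 50 min dark incubation at room temperature; Controls: substrate-only low control, DMSO enzyme-plus-substrate high control; Doses: single 20 µM dose; Read-out: percent inhibition versus substrate-only and uninhibited controls; Reagent: 400 µM OMFP.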
SKN-1 inh = inhibitors of C. elegans SKN-1; C. elegans VP596 Pgst-4::GFP/RFP ratio, acrylamide-induced, 24 h; inhibition, % at 21.8 µM; 360,000 tested, 0.49% active; AID 624304;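 active = interference check ratio from 0.5 to 1.5 plus GFP to RFP signal ratio inhibition reaching or exceeding a fixed threshold, cut at about 30% in these data, passing the limit was not always enough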; note: some compounds called inactive have numbers as strong as hits
* hit, by the source's call; i = inactive; · = not tested or not shown; + = active, no number.

The first 14 compounds, to show the layout:
SMILES	STEP block	NadD inh	DNMT1 inh	MT1-MMP act inh	NRP1-CendR mod	Scp1 inh	Rpn11 block	SUMO1-SIM PPI	LMPTP inh	SKN-1 inh
COc1ccc(C(=O)NC(=S)N2CCCC2)cc1	-2	-1	3	-1	-7	-6	i	-1	-1.0	-9
C/C(=N\Nc1nc(-c2cc(C)ccc2C)cs1)c1cc2c(ccc3ccccc32)oc1=O	1	48*	3	-2	-48	15	+	-7	1.9	8
COc1ccc(-c2[nH]ncc2CN2CCC(O)(c3ccc(Cl)cc3)CC2)cc1	-1	-3	0	-4	1	-4	i	3	0.4	-3
COc1cc(OC)c2c(C)cc(=O)oc2c1C(CCN1CCN(c2ccccc2)CC1)c1ccc2c(c1)OCO2 (stereo not drawn)	4	19	-7	7	5	10	i	2	6.6	1
N#Cc1nc(-c2cccc(Cl)c2)oc1NCc1cccnc1	18	4	-3	2	-1	-7	i	-3	6.1	3
CCOC(=O)c1c(C)[nH]c(C)c1C(=O)COC(=O)c1cc2ccccc2cc1OC	0	-10	-10	2	-14	-6	i	-7	1.9	7
CCC(C)[C@H](NC(=O)NCCCn1ccnc1)C(=O)OC (stereo partly drawn)	2	2	8	-5	10	7	i	0	-3.6	-1
O=C(COC(=O)c1nc(Cl)ccc1Cl)Nc1ccc(Cl)cn1	4	6	2	-6	-8	-2	i	3	-1.0	6
NC(=O)COc1cccc(/C=N/NC(=O)c2ccc(-n3cccc3)cc2)c1	0	2	7	8	8	12	i	4	4.1	-5
O=C(OCc1ccccc1)c1ccc2c(c1)-c1ccccc1C2=O	8	-9	2	5	0	-15	i	-11	1.7	-15
CCc1nnc(SCC(=O)NC2CCCC2)nc1CC	2	-2	2	1	6	-2	i	-7	-1.6	-1
CCc1noc(C)c1C(=O)Nc1cccc(S(=O)(=O)N2CCCCCC2)c1	-1	-8	0	-1	-1	-4	i	0	-0.3	9
CCC(C)NC(=O)c1cc(Cl)c(NC(=O)C2=C(C)OCCS2)cc1OC (stereo not drawn)	1	-9	-1	0	-1	-10	i	-1	-0.2	5
CC1CN(CC(O)COCc2ccc3c(c2)OCO3)CC(C)O1 (stereo not drawn)	-2	0	-9	4	2	-6	i	8	-0.2	1

This part in full, repeating the preview:
SMILES	STEP block	NadD inh	DNMT1 inh	MT1-MMP act inh	NRP1-CendR mod	Scp1 inh	Rpn11 block	SUMO1-SIM PPI	LMPTP inh	SKN-1 inh
COc1ccc(C(=O)NC(=S)N2CCCC2)cc1	-2	-1	3	-1	-7	-6	i	-1	-1.0	-9
C/C(=N\Nc1nc(-c2cc(C)ccc2C)cs1)c1cc2c(ccc3ccccc32)oc1=O	1	48*	3	-2	-48	15	+	-7	1.9	8
COc1ccc(-c2[nH]ncc2CN2CCC(O)(c3ccc(Cl)cc3)CC2)cc1	-1	-3	0	-4	1	-4	i	3	0.4	-3
COc1cc(OC)c2c(C)cc(=O)oc2c1C(CCN1CCN(c2ccccc2)CC1)c1ccc2c(c1)OCO2 (stereo not drawn)	4	19	-7	7	5	10	i	2	6.6	1
N#Cc1nc(-c2cccc(Cl)c2)oc1NCc1cccnc1	18	4	-3	2	-1	-7	i	-3	6.1	3
CCOC(=O)c1c(C)[nH]c(C)c1C(=O)COC(=O)c1cc2ccccc2cc1OC	0	-10	-10	2	-14	-6	i	-7	1.9	7
CCC(C)[C@H](NC(=O)NCCCn1ccnc1)C(=O)OC (stereo partly drawn)	2	2	8	-5	10	7	i	0	-3.6	-1
O=C(COC(=O)c1nc(Cl)ccc1Cl)Nc1ccc(Cl)cn1	4	6	2	-6	-8	-2	i	3	-1.0	6
NC(=O)COc1cccc(/C=N/NC(=O)c2ccc(-n3cccc3)cc2)c1	0	2	7	8	8	12	i	4	4.1	-5
O=C(OCc1ccccc1)c1ccc2c(c1)-c1ccccc1C2=O	8	-9	2	5	0	-15	i	-11	1.7	-15
CCc1nnc(SCC(=O)NC2CCCC2)nc1CC	2	-2	2	1	6	-2	i	-7	-1.6	-1
CCc1noc(C)c1C(=O)Nc1cccc(S(=O)(=O)N2CCCCCC2)c1	-1	-8	0	-1	-1	-4	i	0	-0.3	9
CCC(C)NC(=O)c1cc(Cl)c(NC(=O)C2=C(C)OCCS2)cc1OC (stereo not drawn)	1	-9	-1	0	-1	-10	i	-1	-0.2	5
CC1CN(CC(O)COCc2ccc3c(c2)OCO3)CC(C)O1 (stereo not drawn)	-2	0	-9	4	2	-6	i	8	-0.2	1
Cc1ccccc1CNC(=O)CCC(=O)N1CCOc2ccccc21	-2	-2	2	-1	-6	-1	i	-1	-2.5	11
CCN(CC1CCCN(CCc2cccc(OC)c2)C1)C(=O)c1ccc(COC)o1 (stereo not drawn)	0	-4	3	-1	-11	-7	i	4	0.2	-23
O=C(NCCCN1CCOCC1)c1ccc([N+](=O)[O-])cc1[N+](=O)[O-]	-1	2	-6	0	-1	-6	i	-12	3.7	33
O=C(COC(=O)c1ccc(O)cc1O)NCCN1C(=O)CSC1=O	0	0	4	0	9	3	i	2	-0.9	-2
COc1ccc(NC(=O)CCNS(=O)(=O)c2ccc3c(c2)c(=O)n(C)c(=O)n3C)cc1	0	1	-2	7	3	-3	i	3	-0.8	5
COc1ccc(C(=O)N/C(=C\c2cn(C)c3ccccc23)C(=O)NCCCN2CCOCC2)cc1	0	-10	-4	2	2	0	i	-10	-2.2	10
COc1ccc(CN2CC(C(=O)NCCCN3CCCC(C)C3)CC2=O)cc1 (stereo not drawn)	0	-3	2	0	2	-8	i	-2	-2.2	0
CCSc1nc(N)c(C#N)c(-c2ccccc2Cl)c1C#N	2	-4	-9	20	-4	-11	i	-13	2.1	-9
Cc1c(-c2ccccc2)oc2c(C(=O)OCC(=O)Nc3ccc(F)cc3)cccc2c1=O	-4	1	-3	-9	8	-3	i	3	0.0	-2
CCC1(c2ccc(F)cc2)NC(=O)N(CC(=O)NCc2ccc(C)cc2)C1=O (stereo not drawn)	0	-3	0	-3	1	-19	i	2	-0.2	11
CCNC(=O)Cn1cc(C#N)c2ccccc21	-1	-2	2	8	-18	4	i	0	0.7	4
COc1ccc(S(=O)(=O)N2CCOCC2)cc1NC(=O)Cc1ccsc1	-1	0	-8	-3	10	-2	i	-1	2.1	-9
C=CCn1c(Cc2c[nH]c3ccccc23)nnc1SCC(=O)NCc1ccccc1	2	5	-6	-3	7	-7	i	-2	-1.0	7
Nc1nc(SCC(=O)N2CCN(c3ccc(F)cc3)CC2)n[nH]1	-2	-2	4	2	-10	-8	i	5	-1.3	1
CC(=O)Nc1cccc(NC(=O)c2ccc(COc3ccccc3)cc2)c1	0	-3	-18	3	12	-5	i	-8	7.8	7
COC(C[C@@H](O)C[C@@H](O)COCc1ccccc1)OC	1	-5	1	-1	2	6	i	3	-0.7	-19
Cc1cc(C)nc(NS(=O)(=O)c2ccc(NC(=O)Cc3ccccc3F)cc2)n1	-1	-4	-2	3	-1	-2	i	0	-1.2	5
Cc1ccc(C)c(S(=O)(=O)N2CCN(C(=O)[C@@H]3CCCN3C(=O)c3cccs3)CC2)c1	-4	2	8	-5	16	-4	i	5	-1.1	8
O=C(Nc1c(-c2ccccc2)[nH][nH]c1=O)c1ccc(-c2ccccc2)cc1	·	·	·	0	-8	·	·	-2	0.8	-2
COC(=O)C[C@H](NC(=O)Cn1cnc(C(=O)Nc2ccc(C)c(C)c2)n1)C(=O)OC	-1	3	3	3	9	1	i	1	-0.9	-7
CCOC(=O)C1=C(C)Nc2nc3ccccc3n2C1c1ccc(O)cc1 (stereo not drawn)	-1	0	4	2	-10	-4	i	4	0.7	-2
COCC(=O)NC(c1ccccc1)c1ccccc1	0	2	1	-3	-12	-3	i	2	-3.1	9
Cc1nc2c(C(=O)NCc3ccccc3)c[nH]n2c(=O)c1Cl	2	5	-1	0	-5	-3	i	10	-0.3	26
CCOc1ccc(C(=O)CCC(=O)N2CCN(c3ccc(O)cc3)CC2)cc1	3	-5	-3	8	-2	-2	i	3	1.2	-20
CCN(CC)c1nc(-c2ccccc2)nc2ccccc12	-1	0	4	3	2	-7	i	5	35	27

Bioassay records as filed in PubChem BioAssay.
